GC-B act: GC-B (human) receptor activation. HEK293-GC-B cells, CNP EC30, cGMP TR-FRET; 0% at EC30 CNP, 100% saturating CNP. activation, % at 10 µM. 370,000 compounds, 0.11% hits. AID 1920062;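 active = activation at 10 µM reaching about 35% in either raw or pattern-adjusted values, limit read from the data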
Target sequence (P20594 whole entry, looked up): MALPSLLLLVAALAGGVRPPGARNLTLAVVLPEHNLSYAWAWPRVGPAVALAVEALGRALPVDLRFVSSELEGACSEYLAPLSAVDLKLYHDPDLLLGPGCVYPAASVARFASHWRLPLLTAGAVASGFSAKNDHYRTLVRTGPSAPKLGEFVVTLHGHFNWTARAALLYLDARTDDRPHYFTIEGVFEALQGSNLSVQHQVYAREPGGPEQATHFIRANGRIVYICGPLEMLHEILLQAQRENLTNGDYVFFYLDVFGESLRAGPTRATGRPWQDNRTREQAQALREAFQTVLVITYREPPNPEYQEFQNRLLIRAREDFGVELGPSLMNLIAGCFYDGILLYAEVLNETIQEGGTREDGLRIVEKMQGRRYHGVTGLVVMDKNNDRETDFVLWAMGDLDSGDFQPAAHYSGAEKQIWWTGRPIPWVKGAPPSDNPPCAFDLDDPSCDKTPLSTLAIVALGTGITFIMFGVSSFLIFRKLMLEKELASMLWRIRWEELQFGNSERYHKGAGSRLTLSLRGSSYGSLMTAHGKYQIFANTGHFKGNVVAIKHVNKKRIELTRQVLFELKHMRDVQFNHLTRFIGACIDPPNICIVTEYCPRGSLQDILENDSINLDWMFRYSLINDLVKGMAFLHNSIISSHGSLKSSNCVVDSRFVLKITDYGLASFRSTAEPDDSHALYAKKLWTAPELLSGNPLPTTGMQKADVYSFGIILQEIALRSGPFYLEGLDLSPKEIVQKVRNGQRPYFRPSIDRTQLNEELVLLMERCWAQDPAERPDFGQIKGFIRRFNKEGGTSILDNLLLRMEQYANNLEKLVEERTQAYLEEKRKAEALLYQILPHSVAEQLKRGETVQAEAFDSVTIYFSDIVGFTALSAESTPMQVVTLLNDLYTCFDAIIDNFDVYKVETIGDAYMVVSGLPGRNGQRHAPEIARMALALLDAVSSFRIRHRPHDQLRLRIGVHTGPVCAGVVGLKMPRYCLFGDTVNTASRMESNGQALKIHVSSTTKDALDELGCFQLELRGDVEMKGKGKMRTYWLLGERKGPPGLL
rCAG binder: binds r(CAG) RNA repeats; r(CAG) RNA repeat, TO-PRO-1 dye displacement fluorescence; inhibition, % at 3 µM; 370,000 compounds, 1.3% hits;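 active = inhibition above the plate cutoff, the mean of all test compounds on that plate plus 3 SD, cut at about 35% in these data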;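 also: 0% = DMSO alone and 100% = 100 µM mitoxantrone as full dye displacement; higher means more dye released from RNA so lower well fluorescence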
GC-A act: GC-A (human) enzyme activation. P16066. HEK293 GC-A cells, cGMP TR-FRET, EC30 ANP; 0% at EC30 ANP, 100% saturating ANP. activation, % at 10 µM. 370,000 compounds, 0.14% hits. AID 1671463; in the data active = activation above about 40%
ADAM10 inh: inhibitors of human ADAM10; O14672; recombinant ADAM10, EDANS/DABCYL FRET peptide cleavage, 3 h; inhibition, % at 7 µM; 370,000 compounds, 0.62% hits; AID 720582;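 active = inhibition above a per-campaign cutoff equal to the mean of compounds falling between control-based bounds plus 3 SD, cut at about 20% in these data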;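 also: 0% = DMSO wells while the 100% control is not disclosed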
ASAP1 inh: blocks human ASAP1-stimulated Arf1 GTP hydrolysis; Q9ULH1; 360,000 compounds, 0.19% hits; GDP FP detection; inhibition, % at 16.5 µM; in the data active = inhibition above about 25%;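 also: 0% = vehicle with enzyme and substrate and 100% = no enzyme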
DDE Tn6 FP inh: disrupts Tn6 cyclic peptide binding to fibrin D-Dimer-E complex; Fibrin DD(E) TRITC-Tn6 fluorescence polarization displacement; inhibition, % at 8.3 µM; 370,000 compounds, 0.21% hits;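 active = inhibition above a per-campaign cutoff: mean of compounds within control limits plus 3 SD, cut at about 15% in these data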;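 also: 0% = median of all compound wells on the plate and 100% = blocking peptide control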
HGIII-sPLA2 inh: Inhibits HGIII-sPLA2 liposome hydrolysis, primary screen. 370,000 compounds, 0.56% hits. Q9NZ20. inhibition, % at 12.2 µM. QFRET BODIPY PC-A2 liposome hydrolysis, fluorescence;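 active = inhibition above mean plus 3 SD of compounds lying within the high and low control bounds, cut at about 19% in these data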;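 also: 0% = median of test compound wells and 100% = no enzyme DMSO wells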
FXN GAA850 act: increases GAA850 frataxin promoter reporter activity. HEK293 lucGAA850 FXN promoter luciferase reporter, 24 h; percent of 10 µM SAHA response. activation, % at 6 µM. 360,000 compounds, 0.56% hits. AID 540364;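 active = activation above the average of all compounds screened plus 3 SD, cutoff fixed separately per campaign, cut at about 7.5% in these data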;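 also: 0% = DMSO wells and 100% = 10 µM SAHA wells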
ARFGAP1 inh: inhibits rat ARF GTPase activating protein 1; Arfgap1-stimulated ARF1 GTP hydrolysis, GDP FP detection; inhibition, % at 16.5 µM; 360,000 compounds, 0.26% hits; Q62848;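 active = inhibition above a per-plate limit, mean inhibition of low control wells plus 3 SD, cut at about 25% in these data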;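 also: 0% = DMSO wells with enzyme and 100% = wells lacking Arfgap1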
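Material – truncated rat Arfgap1 GAP domain · Buffer or medium – HEPES-based buffer, pH 7.5 · Reagent – human ARF1(Δ1-17)-GTP substrate · Dosing – 16.5 µM single point, 1.26% DMSO · Schedule – GTP hydrolysis reaction 2 h at 25 °C · Technique – GDP detection by fluorescence polarization · Benchmarks – No-Arfgap1 wells (100%) versus DMSO full-reaction wells (0%) · Repeats – single replicate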
proKLK7 act: activates the human kallikrein-7 zymogen | P49862 | 370,000 compounds, 0.9% hits | purified proKLK7, EDANS-DABCYL substrate fluorescence; 100% is mature enzyme control, 0% vehicle | activation, % at 7 µM | AID 652039;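 active = activation above the mean of all tested compounds plus 3 SD, computed per campaign excluding outliers beyond control limits, cut at about 13% in these data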
* = called active by the depositor; · = no result given.

cpd	SMILES	GC-B act	rCAG binder	GC-A act	ADAM10 inh	ASAP1 inh	DDE Tn6 FP inh	HGIII-sPLA2 inh	FXN GAA850 act	ARFGAP1 inh	proKLK7 act
1	CCOc1ccc(C(=O)NCC(=O)OCc2cc([N+](=O)[O-])cc3c2OCOC3)cc1OCC	-3	-4	2	4	3	4	5	-0.1	18	-0.2
2	Cc1cccc(C)c1OCCOC(=O)c1ccc(S(=O)(=O)N2CCCC2)cc1	3	0	-1	-3	-11	-6	-11	0.1	4	-0.4
3	O=[N+]([O-])c1cncc([N+](=O)[O-])c1Nc1cccc(O)c1	4	-2	-4	6	0	9	8	1.2	4	-0.2
4	O=[N+]([O-])c1cc([N+](=O)[O-])c(Oc2ccc(Br)cc2Br)cc1NN1CCCCC1	-1	6	2	2	-8	3	2	2.1	-1	-0.2
5	CN1CCN(C(CNS(=O)(=O)c2ccc(Br)cc2)c2ccc3c(c2)OCO3)CC1 (stereo not given)	-15	-4	-9	-1	9	4	-27	2.3	-4	0.2
6	COc1ccc(N2CC(O)=C(c3nc(C)cs3)C2=N)cc1	0	5	2	3	5	0	4	2.0	-13	-0.5
7	CC/C(=N\NC(=O)CSc1ncccn1)c1ccc2c(c1)OCCO2	1	1	1	-5	11	1	-2	0.8	5	0.2
8	COc1ccc(NC(=O)c2cc3ccccc3cc2OC)cc1	-3	8	-1	0	2	-7	-23	6.4	-4	-5.2
9	CCN(CC)C(=O)C1=C(C)N(CCC2=CCCCC2)C(=O)C(CC(=O)NCCN2CCOCC2)C1 (stereo not given)	3	-2	-1	-15	4	-3	13	1.0	-10	0.4
10	CCN(CC)C(=O)C1CCCN(c2ccccc2[N+](=O)[O-])C1 (stereo not given)	0	-2	4	2	0	3	3	0.0	-4	0.1
11	CC(NC(=O)Cn1cnnn1)c1cccc(C(F)(F)F)c1 (stereo not given)	-5	-1	8	-4	-6	6	-1	1.1	11	0.7
12	O=C(Cn1cc(F)c(=O)[nH]c1=O)NCCO	5	3	-1	5	-10	7	-1	-0.6	-1	0.1
13	O=C(NCC1CCCO1)C1CCN(S(=O)(=O)N2CCCC2)CC1 (stereo not given)	-1	2	3	8	4	2	0	-0.6	0	0.7
14	CC(=O)CC[C@H]1CC[C@]2(CCCN(C(=O)C3CCCC3)C2)O1	-4	0	-4	-6	·	5	4	·	·	0.3
15	COc1cc(OC)cc(C(=O)Nc2ccc3c(c2)n(C)c(=O)n3C)c1	0	-3	1	2	4	4	2	0.7	4	0.3
16	CCCCn1c(N)c(N(CCOC)C(=O)c2cccc(S(=O)(=O)N(C)c3ccc(C)cc3)c2)c(=O)[nH]c1=O	1	-5	7	-13	-2	2	6	-0.5	-1	0.6
17	COc1ccc(S(=O)(=O)N2N=C(C)Oc3ccccc3C2=O)cc1	-2	-1	0	-1	0	-6	2	-4.6	-17	0.3
18	CC(=O)c1cc2c(cc1NC(=O)CSc1nc3ccccc3o1)OCO2	-1	3	-3	-20	10	-3	4	-3.8	3	-0.2
19	CCOc1cc(NC(=S)NCCCN2CCOCC2)c(OCC)cc1NC(=O)c1ccccc1C	5	-3	2	-5	-2	-2	13	2.3	-10	0.0
20	Cc1nn(C)cc1S(=O)(=O)Nc1ncccn1	2	1	3	7	5	-2	10	2.6	0	-0.8
21	CCOc1cccc(NC(=O)c2ccc(S(=O)(=O)N3CCCC3)cc2)c1	-2	3	-4	0	13	-9	-4	-0.6	-3	0.0
22	CC(C)(C)OC(=O)C[C@H]1C/C=C\C[C@H](CC(=O)N(CCO)Cc2ccccc2)C(=O)N2CCC[C@H]2COC1=O	1	-11	1	0	7	-7	0	-0.9	-4	0.2
23	O=C(COC(=O)c1ccc(Cl)c(S(=O)(=O)N2CCOCC2)c1)NCc1ccco1	3	-14	-1	-15	14	-6	3	-0.5	10	0.0
24	Cc1ccc(NC(=O)CSc2nnc(/N=C/N(C)C)s2)cc1	2	-2	6	2	-11	2	-3	0.9	-2	0.4
25	O=C(CSc1nc2ccsc2c(=O)n1NC(=O)c1ccccc1)Nc1nccs1	1	8	-5	-7	3	-9	4	1.5	9	0.2
26	COc1cc(CC(=O)Nc2cc(S(=O)(=O)N3CCOCC3)ccc2N2CCCC2)cc(OC)c1OC	1	1	0	-1	-19	3	-2	0.9	-13	0.6
27	COc1ccc2c(c1)c(C(=O)O)c(C)n2CCc1ccc(OC)c(OC)c1	0	10	-4	5	-7	1	16	-1.0	8	-0.6
28	O=C(CCc1nc2ccccc2c(=O)[nH]1)N1CCN(S(=O)(=O)c2cccc([N+](=O)[O-])c2)CC1	-11	6	-1	-7	-6	-9	6	1.6	-8	0.0
29	O=S(=O)(NCCSCc1ccc(Cl)cc1Cl)c1ccc2c(c1)OCCO2	-5	-2	-1	-2	-7	6	-3	-1.6	-5	0.1
30	Cn1c(=O)c2c(ncn2Cc2ccccc2)n(C)c1=O	3	1	-1	6	0	-1	-1	0.8	11	0.2
31	COc1ccccc1C(=O)OCc1c(F)cccc1Cl	-14	-1	2	-6	-14	-6	0	3.0	1	0.1
32	O=c1c(Cl)c(N2CCN(c3ccc(F)cc3)CC2)cnn1C12CC3CC(CC(C3)C1)C2	4	-7	0	6	-12	-2	2	-1.1	-5	0.7
33	CN1CCCCC(NC(=O)c2ccc(F)cc2)C1=O (stereo not given)	0	2	1	-1	-12	5	-4	·	7	0.9
34	CCCc1nnc(NC(=O)CCC(=O)N2CCN(S(=O)(=O)c3ccc(OC)cc3)CC2)s1	2	-2	0	0	-6	-3	-3	-0.6	-5	0.0
35	Cc1cccc(NC(=O)CSCC(=O)Nc2ccccc2C(=O)NC2CC2)c1	-3	-3	1	-12	-2	-8	4	0.7	-4	0.8
36	COc1ccc(Cl)cc1C(=O)NNC(=S)NC(=O)/C=C/c1ccco1	3	8	-5	1	9	7	2	1.6	-7	-0.1
37	Cc1nnc(NC(=O)C2CCN(c3nnnn3-c3ccccc3)CC2)s1	-11	-1	-9	-9	-3	4	6	-3.5	-1	0.4
38	O=C(CN1C(=O)S/C(=C\C=C\c2ccccc2)C1=O)Nc1ccccc1C(=O)O	0	77*	-6	5	3	-8	-39	-0.2	4	0.9
39	On1nnc2ccc3ccccc3c21	1	0	-1	-10	-8	4	-5	-2.7	-2	-0.5
40	O=C(Cn1c(=O)oc2cc(S(=O)(=O)N3CCCC3)ccc21)N1CCN(c2ccccn2)CC1	5	2	3	-16	0	-1	7	-1.7	-1	-0.6
41	Cc1cccc(-c2nc(CS(=O)CC(=O)NC3CCCCC3)c(C)o2)c1 (stereo not given)	0	-4	2	-7	8	0	-7	0.8	-2	0.1
42	c1ccc(-c2ccc3c(c2)NC(C2Nc4cc(-c5ccccc5)ccc4O2)O3)cc1 (stereo not given)	4	7	0	-9	3	6	-3	4.3	-1	-1.5
43	Cc1nc2cccc(C(=O)NCc3ccccc3)c2o1	11	2	2	-66	0	1	-2	1.2	10	-0.2
44	CSCCC1NC(=O)N(CC(=O)Nc2c(C(C)C)cccc2C(C)C)C1=O (stereo not given)	-1	-6	-1	4	-1	-4	0	-0.1	4	0.1
45	Cc1c(-n2c(SC(C)C(=O)NC(N)=O)nc3ccccc3c2=O)c(=O)n(-c2ccccc2)n1C (stereo not given)	4	-3	1	-6	7	2	4	0.6	9	0.0
46	O=C(Cc1cccs1)Nc1nc2ccccc2s1	0	3	4	-5	4	-9	-9	2.6	1	0.9
47	CC1Cc2ccccc2N1C(=O)CCn1c(=O)sc2ccccc21 (stereo not given)	-8	1	0	-18	11	-6	16	-0.2	11	0.5
48	CCCCc1ncc(CN2CCC(n3nccc3NC(=O)C(OC)c3ccccc3)CC2)[nH]1 (stereo not given)	-5	-6	1	2	-15	4	-2	0.2	7	0.2
49	Cc1nc(N2CCN(Cc3ccc4c(c3)OCO4)CC2)c2cc(-c3ccccc3)sc2n1	-3	7	6	-109	4	-4	-5	1.6	14	-10
50	CCC(=O)Nc1cccc(NC(=S)NC(=O)c2ccccc2Cl)c1	-1	3	0	-10	2	-5	8	2.7	10	-0.4
51	CC1CCCCN1CCCNc1c(C=O)c(=O)[nH]c2ccccc12 (stereo not given)	-2	0	-2	4	-6	5	-1	1.7	-4	-0.2
52	CCOc1ccc(OCCC(=O)N(CC(C)C)c2c(N)n(Cc3ccccc3)c(=O)[nH]c2=O)cc1	8	-4	0	-32	2	0	6	-1.2	6	0.2
53	COc1ccc(CCNS(=O)(=O)c2ccc3c(c2)CC(C)N3C(=O)C2CC2)cc1OC (stereo not given)	8	0	1	-5	-22	-6	-4	-0.5	2	0.3
54	Cc1nonc1NC(=O)CSc1nnc(-c2ccoc2C)n1CC(C)C	-2	1	-1	-2	-10	-9	-11	-1.1	0	0.1
55	CC(=O)c1cccc(OCC(O)CNCCc2ccc(Cl)cc2)c1 (stereo not given)	-2	-3	0	-2	-10	7	-4	-1.9	10	-0.7
56	COc1ccc([C@H]2/C=C\CN(Cc3ccc(N(C)C)cc3)[C@@H](C)C(=O)N2Cc2ccc(F)cc2)cc1	4	-5	0	1	-12	-2	9	-1.1	-3	-0.2
57	COc1cc(NC(=O)CSc2nc(C)c(C)c(C)n2)c(C)cc1[N+](=O)[O-]	-4	-2	4	-1	1	7	2	-0.8	-8	-0.3
58	O=C(C1CCC(CNS(=O)(=O)c2cccc3nsnc23)CC1)N1CC=C(c2ccccc2)CC1 (stereo not given)	21	7	6	8	-9	-3	-20	-1.2	15	0.5
59	CCOC(=O)c1ccc(NC(=O)c2nc(SC)ncc2Cl)cc1	-3	0	-1	5	-4	-2	0	1.6	6	-46
60	COc1ccc(CCNC(=O)c2ccc(CNc3nc(=S)[nH]c4ccccc34)cc2)cc1OC	-2	6	2	6	5	3	-7	-0.6	4	-0.3

Taken from above.
#59 @ ADAM10 inh = 5
#33 @ proKLK7 act = 0.9

Following part
cpd	SMILES	GC-B act	rCAG binder	GC-A act	ADAM10 inh	ASAP1 inh	DDE Tn6 FP inh	HGIII-sPLA2 inh	FXN GAA850 act	ARFGAP1 inh	proKLK7 act
61	COc1ccc(NC(=O)CSc2nncs2)cc1OC	-2	2	-4	-2	0	-2	1	-1.1	9	-0.1
62	Cc1nnc(NC(=O)CSc2ccc([N+](=O)[O-])cn2)s1	1	1	-3	8	5	2	1	0.7	17	-0.3
63	COc1ccc(C(=O)NCC(C)(C)CNC(=O)c2ccc(OC)cc2)cc1	2	-5	2	-2	2	2	-6	-0.1	5	1.0
64	CC(=NNC(=S)N1CC2CCC(CC2)C1)c1ccncn1	7	2	4	-20	-6	-5	7	-4.7	0	0.1
65	CC1(C)Cc2c(sc(NC(=O)c3ccc4c(c3)OCCO4)c2C(N)=O)C(C)(C)N1	-7	6	-3	-10	-12	-9	-9	0.7	-5	1.4
66	COC(=O)[C@]12C[C@H](CC(=O)NCC3CCCCC3)C(=O)N(Cc3ccco3)C1=C[C@H](C1CCCC1)O[C@@H]2C	-23	3	-25	5	·	-1	-7	·	·	-0.1

Bioassay records: PubChem, several laboratories
